# From PubChem BioAssay
# Sm TGR inh: qHTS Assay for the Inhibitors of Schistosoma Mansoni Peroxiredoxins; Potency, µM (doses to about 114 µM), for inactives: at the highest dose activity change, negative = inhibition, most hits filed as inhibitors; Schistosoma mansoni thioredoxin glutathione reductase (TGR), Q962Y6; hit rate 3% among 360,000; purified TGR, DTNB reduction, TNB absorbance 405 nm; further: potency means the concentration at half of the fitted maximal effect; on the % scale 0 is the no-effect control and ±100 the full control effect; nearly all actives have a fitted effect of over 60% in size
#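 TGR 20 nM + NADPH 100 uM (dispensed conc.), cpd preinc 15 min RT; start with NADPH (500 uM addition) then DTNB (15 mM addition). Kinetic TNB absorbance, 405 nm filter. Four-parameter Hill fit across titration.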
# Pf growth 48h: Primary qHTS for delayed death inhibitors of the malarial parasite plastid, 48 hour incubation; AID 504832, 2011; hit rate 5.9% among 310,000; Potency, µM (doses to about 28.7 µM), without a hit: top-dose activity change, negative = inhibition, most hits filed as inhibitors; P. falciparum luciferase growth in erythrocytes, 48 h; further: potency means the concentration at half of the fitted maximal effect; on the % scale 0 is the no-effect control and ±100 the full control effect
#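 Luminescence readout; reporter = integrated firefly luciferase in P. falciparum. RBC culture at 2% hematocrit, 0.1% parasitemia final, 37 C/5% CO2; decreased signal taken as growth inhibition.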
# Pf growth 96h: Primary qHTS for delayed death inhibitors of the malarial parasite plastid, 96 hour incubation | Potency, µM (titrated, usually from 28.7 µM), without a hit: top-dose activity change, negative = inhibition, most hits filed as inhibitors | P. falciparum luciferase reporter growth, 96 h | hit rate 6.9% among 320,000; further: potency means the concentration at half of the fitted maximal effect; on the % scale 0 is the no-effect control and ±100 the full control effect
#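 P. falciparum expressing integrated firefly luciferase grown in erythrocytes (2% hematocrit, 0.05% parasitemia final) with compounds for 96 hours at 37 C, 5% CO2. Growth inhibition read as loss of luminescence after adding luciferase detection reagent.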
# FBPA Giardia inh: qHTS Assay for Inhibitors of Fructose-1,6-bisphosphate Aldolase from Giardia Lamblia. purified Giardia FBPA. Potency, µM (series often up to 59.6 µM), for the others: at the highest dose activity, negative = inhibition, usual class: inhibitors. hit rate 0.71% among 290,000. A8B2U2; further: potency means the concentration at half of the fitted maximal effect; on the % scale 0 is the no-effect control and ±100 the full control effect; nearly all actives have a fitted effect of over 55% in size
# Target sequence (A8B2U2 whole entry, looked up): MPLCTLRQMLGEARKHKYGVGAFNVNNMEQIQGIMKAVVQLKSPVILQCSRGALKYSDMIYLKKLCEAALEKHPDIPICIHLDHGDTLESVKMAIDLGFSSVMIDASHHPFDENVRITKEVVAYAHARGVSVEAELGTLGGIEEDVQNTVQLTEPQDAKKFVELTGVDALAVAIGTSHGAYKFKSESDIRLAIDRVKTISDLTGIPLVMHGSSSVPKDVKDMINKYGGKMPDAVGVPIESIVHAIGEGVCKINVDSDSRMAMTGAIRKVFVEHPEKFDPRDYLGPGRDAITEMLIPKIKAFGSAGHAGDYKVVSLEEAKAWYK
#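 Giardia FBPA (40 nM reagent) was preincubated 10 min at RT with compound (up to 57.5 uM final), then substrate plus GAPDH/TPI/NAD/arsenate coupling system with diaphorase/resazurin was added; resorufin fluorescence (525/598 nm) was read after 20 min.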
# CHX counter: Cycloheximide Counterscreen for Small Molecule Inhibitors of Shiga Toxin | hit rate 12% among 300,000 | cell reporter, cycloheximide protein synthesis inhibition counterscreen | max response, %; in the data active means max response mostly above about 13%, no sharp cut-off; inactive means mostly below about 14%; further: read at 38.3 µM for the half of the compounds with a filed dose; 0% is about no effect
# Shiga toxin inh: A qHTS for Small Molecule Inhibitors of Shiga Toxin. hit rate 9.2% among 290,000. Vero cells, Shiga toxin protein synthesis inhibition reporter. inhibition, % at 38.7 µM. AID 2315, 2010; in the data active means inhibition mostly above about 28%, no sharp cut-off; inactive means mostly below about 43%; further: 0% is about no effect
# An asterisk follows results filed as active; ? = inconclusive; · = not tested or not shown; + = active, no number; & = joins results of further samples; [ ] = another dose, or the depositor's remark. Unless noted, the call rests on the fitted dose curve; in most records, active means well fitted curve in the direction sought with a large enough effect; inconclusive means small, poorly fitted or top-dose-only effect, or another doubt; inactive means no such curve, though single readings can be large; an effect the other way counts as inactive or inconclusive.
SMILES,Sm TGR inh,Pf growth 48h,Pf growth 96h,FBPA Giardia inh,CHX counter,Shiga toxin inh
CCSC1=C(C#N)C(c2ccc(C)o2)CC(=O)N1 (configuration not stated),-32%,1%,28%,-3%,0,11
CC(=O)c1ccccc1NC(=O)CN1C(=O)CS/C1=C\c1nc(-c2ccc(C)cc2)cs1,3%,-16%,4%,2%,0,-1
C=C1SC(=Nc2c(C)cccc2Cl)N(C(=O)c2sc3ccccc3c2Cl)C12CCCCC2,-3%,?,1.9µM*,-1%,-1,-6
Cc1ccccc1OCC(=O)Nc1cnn(CCCC(=O)O)c1,-7%,17%,-3%,-3%,-2,-4
C/C(=N\NC(=O)c1ccccc1C)c1ccc(N2CCOCC2)cc1,-11%,15%,·,1%,18*,41
O=C(O)/C=C\c1cc2c(cc1[N+](=O)[O-])OCO2,4%,0%,18%,0%,-2,-15
Cc1ccccc1-c1nnc(Cc2ccccc2)o1,0%,124%[activator],-20%,-1%[12.9 µM],41*,138*
O=[N+]([O-])c1nn(-c2ccc3c(c2)OCCO3)n(O)c1=NC1CCCCCC1,35µM*,·,5%,-11%,32*,84*
CC/C(O)=C1\C(=O)CC(c2ccccc2)CC1=NCCC(=O)O (configuration not stated),-1%,0%,17%,4%,-2,-9
CCC(=O)Nc1ccc(NC(=O)CSc2nnnn2-c2ccc(OC)cc2)cc1,2%,?,87%[activator],-5%,-2,20
Cc1cnc(=O)[nH]c1SCC(=O)Nc1nccs1,-8%,-17%,16%,·,·,·
OCC(O)/C=N/Nc1nc(Nc2ccccc2)nc(Nc2ccccc2)n1 (configuration not stated),-6%,·,-7%,6%,9,6
Cc1cc(C)n(C2CCCCC2OC(=O)c2ccccc2F)n1 (configuration not stated),-18%,9%,0%,1%,-2,-3
O=C(CSc1nc2c(oc3ccccc32)c(=O)n1CC1CCCO1)NCc1ccccc1 (configuration not stated),-6%,-35%,-1%,·,·,·
Cc1c(N/C=C/C(=O)C(F)(F)F)c(=O)n(-c2ccccc2)n1C,-1%,-3%,6%,7%,-2,0

# Entries from the list above that have two or more sulfur atoms, in the order listed:
SMILES,Sm TGR inh,Pf growth 48h,Pf growth 96h,FBPA Giardia inh,CHX counter,Shiga toxin inh
CC(=O)c1ccccc1NC(=O)CN1C(=O)CS/C1=C\c1nc(-c2ccc(C)cc2)cs1,3%,-16%,4%,2%,0,-1
C=C1SC(=Nc2c(C)cccc2Cl)N(C(=O)c2sc3ccccc3c2Cl)C12CCCCC2,-3%,?,1.9µM*,-1%,-1,-6
Cc1cnc(=O)[nH]c1SCC(=O)Nc1nccs1,-8%,-17%,16%,·,·,·

# Next section:
SMILES,Sm TGR inh,Pf growth 48h,Pf growth 96h,FBPA Giardia inh,CHX counter,Shiga toxin inh
Cc1csc(NC(=O)c2ccc(=O)[nH]c2)n1,0%,·,35%[activator],3%,-2,1
COc1ccc2c(c1)OC[C@H]1[C@H]2N2C(=O)CN(CC3CCCO3)C(=O)[C@@]2(C)[C@H]1c1ccccc1 (some centres not stated),-6%,?,?,·,·,·
COCCN(CC(=O)NCc1ccc(F)cc1)C(=O)CCC(=O)Nc1nccs1,0%,5%,17%,6%,-9,9
CCOc1ccc2oc(C(=O)OCC(=O)N3CC(C)OC(C)C3)c(C)c2c1 (configuration not stated),-24%,-14%,?,·,·,·
CC12C(=O)N(c3ccccc3)C(=O)C1C(c1ccccc1)N1CCCN12 (configuration not stated),-2%,-11%,20%,1%,1,6
Cc1cccc(OCc2nnc(SCn3nnc4ccccc4c3=O)o2)c1,?,10%,17%,-7%,13,40
Cc1nc2ccc(NC(=O)CS(=O)(=O)c3ccc(F)cc3)cc2s1,-2%,8%,28%,·,·,·
Nc1nn2c(C(F)(F)F)cc(=O)[nH]c2c1N=Nc1cccc(F)c1,-12%,0%,12%,-4%,6,-3
CCOc1cc(/C=N/NC(=O)c2ccncc2)cc(Cl)c1OS(C)(=O)=O,-13%,23%,-22%,-1%,6,-11
Cc1ccc(C(=O)Nc2nc3c(s2)CCCC3)o1,-13%,126%[activator],13µM*,-12%,22,85
Nc1ccc(C(=O)OCC(=O)N2CCc3ccccc3C2)cc1[N+](=O)[O-],-2%,48%[activator],-27%,21%,38*,57*
O=C(Cn1c2ccc(F)cc2c2nc3n(c(=O)c21)CCS3)Nc1ccccc1F,0%,8%,8%,-1%,2,11
Cc1nc(NCC2CCCO2)c2nnn(Cc3c(F)cccc3Cl)c2n1 (configuration not stated),·,-29%,8%,-2%,8,3
O=S(=O)(Nc1cccc(Cl)c1)c1ccc(-n2cccn2)cc1,1%,3%,?,3%,-5,9
CCN(CC)C(=O)C1CCC(C)(C(=O)O)C1(C)C (configuration not stated),6%,3%,-17%,0%,-4,-6
COc1ccc(NC(=O)CNC(=O)Cn2ccc3ccccc3c2=O)c(OC)c1,4%&-1%,8%,-6%,12%,-2,-5
S=C(c1ccc(-c2cccc(Cl)c2)o1)N1CCCCC1,?,·,485%[activator],1%,49*,55*
O=C(c1cc2ccccc2oc1=O)N1CCN(c2ccccn2)CC1,2%,0%,·,1%,-1,2
O=C(c1cccc(NS(=O)(=O)c2ccc(F)c(F)c2)c1)N1CCN(Cc2ccccc2)CC1,-15%,-16%,-29%,8%,-2,7
COC(=O)c1c(NC(=O)c2ccccc2F)sc(C(=O)N2CCOCC2)c1C,0%,21%,45%[activator],·,-4,-14
O=c1c(-c2ccccc2)nc(-c2ccccc2)cn1O,0%,32%[activator],34%[activator],-10%,21*,19
N#Cc1c(-c2ccc(F)cc2)ccnc1N1CCOCC1,0%,?,?,3%,19*,27
COc1ccc(CNS(=O)(=O)NCc2ccc(OC)c(OC)c2)cc1,-1%,28%,3%,5%,-1,63
COc1ccccc1N(CC(=O)NC(C)(C)C)C(=O)CCC(=O)Nc1nccs1,3%,-22%,41%[activator],7%,1,-5
NS(=O)(=O)OCC1CCCCC1,-1%,0%,2%,3%,-3,-4
COc1ccc(/C(C)=N/NC(=O)CNC(=O)COc2ccccc2)c(OC)c1,-1%,4%,2%,1%,-2,-4
Cc1ccc(Cl)cc1NC(=O)CSc1nnc(C)n1-c1ccccc1,5%,-4%,?,-2%,4,9
O=C(COc1ccc([N+](=O)[O-])cc1)Nn1cnnc1,9%,10%,12%,5%,-3,-11
CCc1ccc(C(=O)OCC(=O)c2c(N)n(CC(C)C)c(=O)n(C)c2=O)cc1,-7%,?,13µM*,-5%,5,31
Cc1ccccc1CNC(=O)c1ccc(Cl)c([N+](=O)[O-])c1,-1%,13%,-4%,?,-1,10

# Five entries drawn at random from those above, as already listed:
SMILES,Sm TGR inh,Pf growth 48h,Pf growth 96h,FBPA Giardia inh,CHX counter,Shiga toxin inh
COCCN(CC(=O)NCc1ccc(F)cc1)C(=O)CCC(=O)Nc1nccs1,0%,5%,17%,6%,-9,9
Cc1nc(NCC2CCCO2)c2nnn(Cc3c(F)cccc3Cl)c2n1 (configuration not stated),·,-29%,8%,-2%,8,3
Cc1csc(NC(=O)c2ccc(=O)[nH]c2)n1,0%,·,35%[activator],3%,-2,1
CCC(=O)Nc1ccc(NC(=O)CSc2nnnn2-c2ccc(OC)cc2)cc1,2%,?,87%[activator],-5%,-2,20
COc1ccc(NC(=O)CNC(=O)Cn2ccc3ccccc3c2=O)c(OC)c1,4%&-1%,8%,-6%,12%,-2,-5

# (listing goes on)
SMILES,Sm TGR inh,Pf growth 48h,Pf growth 96h,FBPA Giardia inh,CHX counter,Shiga toxin inh
CCC(C)(C)c1ccc(OCCCC[n+]2cccc(C)c2C)c(C(C)(C)CC)c1,17%,0.83µM*,0.37µM*,0%,-2,-24
Cc1cc(O)c(C(C)C)cc1NC(=O)c1cccc(Cl)c1,7%,-12%,?,-5%,-4,5
O=C1c2ccccc2NC(c2ccccn2)N1c1ccc(Cl)cc1 (configuration not stated),0%,45%[activator],94%[activator],-10%,31*,71*
Cc1ccc2nc(Nc3nc(C)cc(C(F)(F)F)n3)nc(C)c2c1,2%,?,5.2µM*,-15%,-8,-5
Cc1cccc(C(=O)OCC(=O)NCC2COc3ccccc3O2)c1 (configuration not stated),-15%,12%,19%,·,·,·
COc1ccc2nc(C)cc(NCCN3CCOCC3)c2c1,6%,?,?,-5%,-3,-18
COC(=O)CNc1nc(Cl)nc(NC2CCCCC2)n1,-10%,45%[activator],5.2µM*,10%,10,11
COc1ccc(C2(O)CCN(CCCCOc3ccccc3)CC2)cc1,-30%,0%,?,-5%,-4,-8
Cc1ccc(CNC(=O)CCc2ccc(S(=O)(=O)NC3CCCCC3)cc2)cc1,?,-21%,·,9%,-5,20
Cc1ccc(/C=C/C(O)=C2/C(=O)N(C)C3(C)CC2c2ccccc2O3)cc1 (configuration not stated),-5%,12µM*,12%,-9%,2,-11
CCc1ccc(OCC(=O)Nc2ccc3c(c2)OCCO3)cc1,20%,11%,-18%,12%,27*,30
COc1cccc(NC(=O)c2ccc(NCCCN3CC(C)CC(C)C3)c([N+](=O)[O-])c2)c1 (configuration not stated),-4%,?,3.7µM*,-8%,-4,-7
O=C(COC(=O)CSc1ccc([N+](=O)[O-])cc1)NC1CCCCCCC1,-3%,0%,1%,·,·,·
O=C(NCC1CCCO1)c1ccc2ccccc2n1 (configuration not stated),-7%,60%[activator],·,-1%,30*,70*
COc1ccc(NC(=O)Nc2ccon2)cc1OC,-8%,-5%,0%,-4%,-3,-8
CCOC(=O)CSc1ncnc2c1cnn2-c1ccc(C)cc1C,0%,5%,7%,1%,2,-4
Cc1nc2c3ccccc3n(CCN3CCCCC3)c2s1,-4%,-7%,·,-1%,-6,-27
COC(=O)c1cc2c(s1)-c1ccccc1CC2,0%,47%[activator],13%,0%,62*,+
CC(=O)NC1(C(F)(F)F)NC(=O)N(C2CCCCC2)C1=O (configuration not stated),7%,?,21%,·,-3,-5
CCOC(=O)C1CCN(c2cc3c(cc2NC(=O)c2ccccc2F)n(C)c(=O)n3C)CC1,-29%,?,1%,·,0,1
C/C(=N\NC(=O)CN1CCN(Cc2ccccc2)CC1)c1cccs1,3%,54%[activator],43%[activator],5%,1,-3
COc1ccc(OCc2nnc(SCC(=O)Nc3nnc(C4CC4)s3)n2C)cc1,-4%,-9%,11%,-20%,-5,8
O=C(Cc1cccs1)Nc1nnc(C2CC2)s1,8%,9%,-7%,-1%,8,18
Cc1c(OCC(=O)NCc2cccnc2)ccc2c3c(c(=O)oc12)CCC3,-2%,-6%,-7%,·,5,-8
CC1S/C(=N/N=C/c2cccs2)NC1=O (configuration not stated),6%,4%,11%,-7%,16*,20*
CN(CCO)C(=O)C(c1ccccc1)c1ccccc1,0%,4%,26%,3%,-2,-2
COC(=O)C(Cc1c[nH]c2ccccc12)NC(=O)c1ccccc1Br (configuration not stated),-15%,-143%,0%,-4%,8,54
O=C(N/N=C/c1cccc2ccccc12)c1ccncc1,8%,39%[activator],?,-1%,14,15
CCCCC(=O)NCCc1cc2ccc(OC)cc2[nH]c1=O,-19%,-28%,0%,-3%,-1,1
CCc1ccc(OC2=NS(=O)(=O)c3ccccc32)cc1,9%,0%,?,-9%,2,2
COc1cc(CCC(=O)OCC(=O)NCc2ccc(Cl)cc2)cc(OC)c1OC,-1%,-4%,8%,-4%,-2,-11
COc1ccc(CCNC(=O)Cc2ccsc2)cc1,5%,13%,-16%,·,9,-4
Nc1c(N(CCC2=CCCCC2)C(=O)c2ccccc2F)c(=O)[nH]c(=O)n1Cc1ccccc1,-19%,?,?,·,·,·
Cn1cc(CNC(=O)c2cc(-c3ccccc3)nc3ccc(Br)cc23)cn1,1%,13µM*,?,3%,-2,21
O=S1(=O)N=C2CCCCCN2C(c2ccc(Cl)cc2)N1 (configuration not stated),2%,21%,111%[activator],3%,1,-4
